B2AR arrestin: qHTS assay of beta-arrestin-biased ligands of beta2-adrenergic receptor; beta-arrestin recruitment to beta2AR, cell-based reporter; Potency, µM (highest dose often 46.1 µM), without a hit: at the top dose activation, most hits filed as activators; actives 0.02% (n = 330,000); AID 492947, 2010;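 note: potency is the fitted concentration of half-maximal effect; 0% = DMSO controls and full agonism = EC100 isoproterenol or metaproterenol; nearly all actives have a fitted effect of over 65% in size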
Mito fusion act: qHTS Assay for Small Molecule Inhibitors of Mitochondrial Division or Activators of Mitochondrial Fusion; S. cerevisiae fusion-defective mutant growth rescue, CellTiterGlo 48 h; Potency, µM (doses to about 46.1 µM), for inactives: at the highest dose growth rescue (activation), hits mostly activators; actives 0.23% (n = 320,000);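 note: potency is the fitted concentration of half-maximal effect; % of control where 0% means no effect; nearly all actives have a fitted effect of over 45% in size; temperature-sensitive fusion mutants such as fzo1-1 at 37 °C on non-fermentable ethanol glycerol medium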
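Yeast fusion mutant, YPEG (non-fermentable carbon), compound, 48 h at 37C non-permissive; CellTiterGlo added, 10 min RT, luminescence read. Rescued growth = division inhibition.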
Tb PFK inh: qHTS Assay to Find Inhibitors of T. brucei phosphofructokinase | ATP-dependent 6-phosphofructokinase (Trypanosoma brucei brucei), O15648 | T. brucei PFK, ADP-Glo luminescence | Potency, µM (series often up to 57.5 µM), without a hit: at the highest dose activity, negative = inhibition, actives largely listed as inhibitors | actives 0.17% (n = 330,000) | AID 485367, 2010;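 note: potency is the fitted concentration of half-maximal effect; 0% = uninhibited 1x PFK enzyme wells and -100% = no-enzyme wells; nearly all actives have a fitted effect of over 60% in size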
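Compounds were pin-transferred as a titration series up to 57 uM into substrate buffer (0.5 mM F6P, 0.1 mM ATP, pH 8.0), then 1.25 nM PFK was added and reactions ran 45 min before ADP-Glo detection.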
uPA surface inh: qHTS for Inhibitors of Cell Surface uPA Generation | actives 0.31% (n = 330,000) | AID 540303, 2011 | cell surface uPA generation assay, qHTS | Potency, µM (top dose mostly 38.3 µM), for inactives: top-dose activity change, negative = inhibition, usual class: inhibitors; active = well fitted inhibition curve with a large enough effect; inconclusive = small, poorly fitted or top-dose-only effect; inactive = no such curve, though single readings can be large or run the other way; tested in mouse RAW 264.7 cells; note: potency is the fitted concentration of half-maximal effect; % is set by controls: 0 for no effect and ±100 for the full control effect; nearly all actives have a fitted effect of over 55% in size
Chronic BCR inh: qHTS Assay to Find Inhibitors of Chronic Active B-Cell Receptor Signaling; ABC-DLBCL IkBa-CBG/CBR reporter, luminescence ratio, 4 h; Potency, µM (doses to about 46.1 µM), for inactives: at the top dose ratio change, negative = lower green/red ratio, actives largely listed as inhibitors; actives 0.05% (n = 340,000); AID 493014, 2011; active = well fitted inhibition curve with a large enough effect in the signal ratio, with a control signal flat, not every such curve was filed as active; inconclusive = small, poorly fitted or top-dose-only effect, or effect the other way, or a change in a side signal; the % refers to the signal ratio;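 note: potency is the fitted concentration of half-maximal effect; plate controls were basal doxycycline-induced cells for no effect and cells given 10 µM MG132 for full effect; MG132 reads +100%, hits lower the ratio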
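Concentration-response series (up to 46 uM) were applied to TMD8 dual-reporter cells for 4 h at 37C with doxycycline. Green/red ratio, after filter-overlap correction, defined %Activity; red signal alone was normalised to basal cells and zero luminescence.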
Eya2 inh: qHTS Assay for Inhibitors of the Phosphatase Activity of Eya2; Protein phosphatase EYA2 (Homo sapiens), O00167; recombinant Eya2, OMFP fluorescence dephosphorylation (OMFP is methylfluorescein phosphate); Potency, µM (titrated, usually from 76.9 µM), inactives show at the top dose activity, negative = inhibition, actives largely listed as inhibitors; actives 0.006% (n = 330,000); AID 488837, 2010; note: potency is the fitted concentration of half-maximal effect; % is set by controls: 0 for no effect and ±100 for the full control effect
Target sequence (O00167 whole entry, looked up): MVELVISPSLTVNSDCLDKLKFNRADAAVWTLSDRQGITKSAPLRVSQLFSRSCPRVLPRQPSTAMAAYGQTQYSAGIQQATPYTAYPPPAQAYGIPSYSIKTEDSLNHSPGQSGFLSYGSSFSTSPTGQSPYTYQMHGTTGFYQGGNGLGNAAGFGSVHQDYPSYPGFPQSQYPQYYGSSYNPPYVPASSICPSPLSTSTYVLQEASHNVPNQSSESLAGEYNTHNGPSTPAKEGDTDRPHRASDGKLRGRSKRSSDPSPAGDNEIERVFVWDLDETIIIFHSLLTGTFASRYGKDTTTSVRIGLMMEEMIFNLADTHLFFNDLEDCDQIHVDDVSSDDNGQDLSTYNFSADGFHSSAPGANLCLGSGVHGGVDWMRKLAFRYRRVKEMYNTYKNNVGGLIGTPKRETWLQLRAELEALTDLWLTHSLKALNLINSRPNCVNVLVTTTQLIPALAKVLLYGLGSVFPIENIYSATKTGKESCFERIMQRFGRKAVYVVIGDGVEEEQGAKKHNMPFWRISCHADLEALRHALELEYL
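Eya2 (0.2 uM) preincubated 10 min at ambient with compound, then OMFP substrate added at 50 uM; 10 min reaction in 50 mM HEPES pH 7.5, 50 mM NaCl, 5 uM MgCl2, 0.05% BSA, 1 mM DTT. Fluorescence read at Ex 485/Em 525 nm.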
USP2a inh: qHTS Assay for Inhibitors of Ubiquitin-specific Protease USP2a Using CHOP2 as the Reporter; Potency, µM (doses to about 38.3 µM), inactives show at the top dose activity change, negative = inhibition, usual class: inhibitors; Ubiquitin carboxyl-terminal hydrolase 2 (Homo sapiens), O75604; USP2 core, Ub-CHOP2 coupled fluorogenic reporter, 485/531; actives 0.01% (n = 330,000);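 note: potency is the fitted concentration of half-maximal effect; plate controls were DMSO wells for no effect and full inhibition by NEM control for full effect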
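Cell-free coupled assay: 10nM USP2 core preincubated 30min RT with compound in Tris-HCl pH 8.0/CaCl2/CHAPS buffer, then 25nM Ub-CHOP2 and 25nM reporter substrate; fluorescence (Ex 485/Em 531) read after 60min RT, normalized to NEM inhibition, concentration-response curves fitted.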
TSHR antagonist: Antagonists of the Thyroid Stimulating Hormone Receptor: HTS campaign; Thyrotropin receptor (Homo sapiens), P16473; AID 504810, 2011; actives 0.2% (n = 330,000); TSHR-expressing cells, TSH-stimulated cAMP HTRF, 2 h; active compounds read low; activity change, negative = inhibition, % at 11.5 µM;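 active = activity change below a set negative limit, meaning inhibition stronger than a set level, cut at about -70% in these data; inconclusive = activity change between two set negative limits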; note: % is set by controls: 0 for no effect and ±100 for the full control effect
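Read-out is FRET at 665 nm (cryptate excitation 337 nm) from a cryptate-tagged anti-cAMP antibody, competed by cell cAMP against cAMP-d2. Compounds are tested on freshly harvested TSHR cells challenged with 4nM TSH (EC80) for 2 hours at 37 deg C.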
TCR act: Activators of T cell receptors: qHTS campaign | Potency, µM (series often up to 9.22 µM), for inactives: at the top dose activation of IL-2 secretion, most hits filed as activators | primary human leukocytes, anti-CD3, IL-2 HTRF, 48 h | AID 504894, 2011 | 330,000 tested, under 10 active; note: % of control where 0% means no effect
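Human primary leukocytes + a-CD3 beads + cpd, 48 hr; IL-2 in supernatant by HTRF (ex 320nm / em 665nm). No co-stimulatory signal supplied.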
ELG1 repair inh: qHTS screen for small molecules that inhibit ELG1-dependent DNA repair in human embryonic kidney (HEK293T) cells expressing luciferase-tagged ELG1; HEK293T ELG1-luciferase reporter, luminescence, 16 h; DNA damage induced by 5-fluorouridine; Potency, µM (top dose mostly 46.1 µM), for the others: at the highest dose activity change, negative = inhibition, most hits filed as inhibitors; actives 2.3% (n = 330,000); AID 504467, 2011; note: potency is the fitted concentration of half-maximal effect; % is set by controls: 0 for no effect and ±100 for the full control effect; nearly all actives have a fitted effect of over 55% in size
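5-Fluorouridine DNA damage + compound/DMSO, 2,000 cells/well, 16 h, 37 °C/5% CO2. ONE-Glo, 30 min RT, luminescence. Readout = decrease in reporter signal.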
PTAP TSG101 blk: qHTS Assay for Iinhibitors of HIV-1 Budding by Blocking the Interaction of PTAP/TSG101 | 340,000 tested, under 10 active | Tumor susceptibility gene 101 protein (Homo sapiens), Q99816 | Potency, µM (highest dose often 115 µM), inactives show at the highest dose activity change, negative = inhibition, usual class: inhibitors | Fluorescence polarization, FITC-PTAP peptide / Tsg101 binding | AID 493005, 2010; active = well fitted inhibition curve with a large enough effect in the main read-out, with a control signal flat, not every such curve was filed as active; inconclusive = small, poorly fitted or top-dose-only effect, or effect the other way, or a change in a side signal; inactive = no such curve, though single readings can be large or run the other way; note: potency is the fitted concentration of half-maximal effect; % of control where 0% means no effect
Target sequence (Q99816 whole entry, looked up): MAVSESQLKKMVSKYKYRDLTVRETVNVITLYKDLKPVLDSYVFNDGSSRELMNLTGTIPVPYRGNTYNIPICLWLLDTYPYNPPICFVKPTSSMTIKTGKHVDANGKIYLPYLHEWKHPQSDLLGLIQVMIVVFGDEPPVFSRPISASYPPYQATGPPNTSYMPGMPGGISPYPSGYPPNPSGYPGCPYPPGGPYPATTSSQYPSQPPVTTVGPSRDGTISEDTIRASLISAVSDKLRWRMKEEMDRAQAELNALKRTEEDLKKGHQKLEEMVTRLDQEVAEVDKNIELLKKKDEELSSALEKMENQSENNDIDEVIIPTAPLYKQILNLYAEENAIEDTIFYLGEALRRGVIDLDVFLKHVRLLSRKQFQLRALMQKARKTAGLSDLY
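Fluorescence polarization binding of Tsg101 binding domain (10 uM final) to FITC-labeled PTAP peptide (50 nM final) in HEPES pH 7.5 buffer with NaCl, Tween 20, EDTA, TCEP. Compounds added before peptide; binding 20 min at RT.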
* = called active by the depositor; u = inconclusive; x = no result given; [ ] = dose if it differs, or a comment. Unless noted, calls come from the whole dose curve; as a rule, active = well fitted curve in the direction sought with a large enough effect; inconclusive = small, poorly fitted or top-dose-only effect, or another doubt; inactive = no such curve, though single readings can be large; an effect the other way counts as inactive or inconclusive.

SMILES	B2AR arrestin	Mito fusion act	Tb PFK inh	uPA surface inh	Chronic BCR inh	Eya2 inh	USP2a inh	TSHR antagonist	TCR act	ELG1 repair inh	PTAP TSG101 blk
O=C(NCc1ccccc1)C1=C[C@H](c2coc3ccccc3c2=O)C[C@H](OCc2ccc(CO)cc2)O1	0.1%	-4%	-4%	2%	13%	-3%	0%	-3	-12%	u	0%
COc1cccc(CNc2ccc(S(N)(=O)=O)cc2)c1OC	-0.1%	-1%	1%	14%	-4%	-8%	0%	-9	4%	-26%	-12%
COc1ccc(CC(=O)Nc2c(C(N)=O)oc3ccccc23)cc1OC	0.2%	-34%[inhibitor]	-15%	4%	5%	-8%	0%	21	6%	u	-1%
COCCCNCCCCOc1ccc(Br)cc1Cl	-1.6%	12%	2%	7%	u	-3%	2%	2	-3%[46.1 µM]	19%	-1%
CC(C)N(Cc1ccccc1)S(=O)(=O)c1ccc(F)cc1	-0.7%	-21%	1%	-8%	3%	5%	-1%	-12	7%	-25%	-3%
NC(=O)CC(NC(=O)c1ccccc1)c1ccc(NCc2ccc(F)cc2)c([N+](=O)[O-])c1 (configuration not stated)	0.1%	-2%	5%	2%	0%	2%	5%	-2	-2%	-5%	-6%
CCOc1ccccc1NC(=O)COC(=O)C(CC(C)C)N1C(=O)C2CC=CCC2C1=O (configuration not stated)	-0.4%	7%	0%	1%	-5%	2%	1%	5	-4%[46.1 µM]	u	-9%
Cc1cccc(N2CCN(C(=O)c3ccc(N4CCCC4=O)cc3)CC2C)c1 (configuration not stated)	-0.2%	7%	0%	-2%	-1%	-1%	1%	0	4%	-16%	-6%
COc1cccc(OC)c1C(=O)Nc1cccc(-c2ccc3nncn3n2)c1	0.3%	5%	9%	-1%	u	-3%	0%	-1	3%	u	-4%
CN(Cc1cccs1)C(=O)CN1CCN(S(=O)(=O)c2ccc3c(c2)OCCCO3)CC1	-0.2%	2%	1%	-1%	-2%	1%	0%	-5	-2%	-4%	-4%
Cc1cc(C)nc(/N=C(\N)Nc2ccc(S(=O)(=O)Nc3nccc(C)n3)cc2)n1	0.0%	0%	6%	0%	-1%	0%	-1%	9	-3%	8%	-3%
CC1CCN(S(=O)(=O)c2ccc(NC(=O)CN3CCCC3)cc2)CC1	-0.9%	-6%	0%	5%	19%	0%	3%	1	1%	-9%	0%
COc1ccccc1NC(=O)c1nc[nH]c1C(=O)Nc1ccccc1OC	-0.5%	-1%	-3%	-5%	u	1%	0%	-10	3%	-5%	-4%
Cc1cc(-c2ccccc2)nc(N/N=C/c2ccccc2)n1	-1.1%	-15%	11%	-13%	u	-9%	3%	-4	-2%	u	-2%
COC(=O)c1c(-c2cccs2)csc1NC(=O)c1cccnc1	0.1%	25%	3%	8%	u	2%	-5%	-1	-17%	u	1%
Cc1cc([N+](=O)[O-])cc2c1NC(=O)C2(O)N1CCOCC1 (configuration not stated)	-0.3%	-3%	-1%	-9%	u	-1%	-3%	4	9%	10%	-5%
Nn1c(SCC(=O)NCCC2=CCCCC2)nnc1-c1cccnc1	0.2%	-6%	23%	1%	-6%	12%	0%	5	-2%	11%	2%
CN(CC(=O)Nc1cccc(F)c1)C(=O)c1ccc(S(=O)(=O)N2CCCC2)cc1	-3.4%	-9%	-4%	-4%	5%	-16%	1%	10	-2%	6%	-4%
CC(C)N(C(C)C)S(=O)(=O)c1ccc(N2CCc3ccccc3C2)nc1	-0.2%	-24%	3%	-3%	u	-19%	-4%	-6	-3%	u	-3%
Cc1cc(C(=O)Nc2ccc(C#N)cc2)on1	-0.3%	-1%	1%	-3%	5%	10%	1%	1	-4%	-1%	-5%

Entries of single compounds from above. Order of screens: B2AR arrestin | Mito fusion act | Tb PFK inh | uPA surface inh | Chronic BCR inh | Eya2 inh | USP2a inh | TSHR antagonist | TCR act | ELG1 repair inh | PTAP TSG101 blk
CCOc1ccccc1NC(=O)COC(=O)C(CC(C)C)N1C(=O)C2CC=CCC2C1=O (configuration not stated) reads -0.4% | 7% | 0% | 1% | -5% | 2% | 1% | 5 | -4%[46.1 µM] | u | -9%
Cc1cc([N+](=O)[O-])cc2c1NC(=O)C2(O)N1CCOCC1 (configuration not stated) reads -0.3% | -3% | -1% | -9% | u | -1% | -3% | 4 | 9% | 10% | -5%

(cont.)
SMILES	B2AR arrestin	Mito fusion act	Tb PFK inh	uPA surface inh	Chronic BCR inh	Eya2 inh	USP2a inh	TSHR antagonist	TCR act	ELG1 repair inh	PTAP TSG101 blk
CCC(=O)Nc1ccc2c(c1)nc(CN1CCN(C(C)=O)CC1)n2C	-0.1%	-3%	3%	0%	-8%	-19%	1%	-2	-6%	14%	-10%
COCCCC1CCN(Cc2cn[nH]c2-c2cc(OC)c(OC)c(OC)c2)CC1	-0.4%	2%	8%	-4%	-5%	4%	2%	-1	2%	u	-1%
Cc1nn(C)c2ncc(C(=O)c3ccccc3O)cc12	0.5%	1%	1%	-2%	1%	-2%	-1%	-1	1%	1%	0%
O=C(CCl)Nc1ccc(Oc2cnc3ccccc3n2)cc1	-0.1%	-12%	1%	x	u	0%	7%	-9	-4%	u	-7%
Cc1cccc(C)c1NC(=O)COC(=O)c1ccccc1Nc1ccccc1	-1.3%	2%	0%	-1%	u	7%	0%	11	-2%[46.1 µM]	-7%	1%
C#CCSc1nc2ccccc2n1C(=O)c1ccc(S(=O)(=O)N2CCCCC2)cc1	-0.4%	5%	4%	-1%	-7%	-8%	5%	-7	-12%[46.1 µM]	19%	-1%
COc1ccccc1N(CC(=O)Nc1ccccc1C(=O)NCC(C)C)S(C)(=O)=O	-0.2%	-4%	-2%	3%	-23%	-10%	2%	3	6%	-11%	-3%
Cc1ccc(NC(=O)c2c(C)noc2C)cc1S(=O)(=O)N1CCOCC1	-0.7%	x	1%	-9%	u	6%	1%	12	1%[46.1 µM]	-4%	-2%
O=C(COc1ccccc1)NCc1ccc(-n2cccc2)cc1	0.1%	1%	-6%	-6%	-1%	-6%	0%	-2	-2%	1%	-8%
NS(=O)(=O)c1ccc(N2CCOCC2)c(C(=O)NCCCSc2ccccc2)c1	0.2%	-7%	-5%	5%	-1%	9%	1%	13	-3%	u	-7%
COc1ccc(S(=O)(=O)Nc2ccc3c(c2)C(=O)N([C@@H](C)CO)C[C@H](C)[C@H](CN(C)S(=O)(=O)c2ccc(F)cc2)O3)cc1	-0.7%	x	0%	17%	-3%	2%	5%	-6	-6%	21µM*	-7%
CCOC(=O)c1cc(=O)c2ccc(OCC(=O)Nc3ccc(F)cc3)cc2o1	-0.2%	3%	-2%	-1%	-10%	-30%	0%	-4	2%	0%	0%
OCC1(CCc2ccccc2)CCN(Cc2ccc(OC(F)F)cc2)CC1	-0.3%	u	-8%	0%	1%	-6%	-1%	1	5%	u	0%

Single entries from the entries so far.
For PTAP TSG101 blk, Cc1cc(C(=O)Nc2ccc(C#N)cc2)on1 is entered as -5%
For Chronic BCR inh, CCC(=O)Nc1ccc2c(c1)nc(CN1CCN(C(C)=O)CC1)n2C is entered as -8%

Screens as filed in PubChem BioAssay.
